Assay outcomes (PubChem BioAssay)
LDHA inh – qHTS assay for inhibitors of human lactate dehydrogenase. L-lactate dehydrogenase A chain (Homo sapiens), P00338. purified LDHA, NADH/diaphorase-resazurin fluorescence; active compounds read low. activity change, % (values are at about 110 or 230 µM). 480,000 tested, 0.15% active; in the data active means activity change below about -30%; inconclusive means mostly about -25% to -30%;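 further: plate controls were DMSO wells for no effect and wells without enzyme for full effect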
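Human LDH5 (2 nM) was incubated with 0.06 mM NADH and 0.2 mM pyruvate for 5 min at room temperature in Tris pH 7.4. Remaining NADH was coupled through diaphorase/resazurin, and resorufin fluorescence was read at 0 and 20 min.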
Vif-APOBEC3G blk – qHTS for Inhibitors of Vif-A3G Interactions: qHTS; HeLa A3G-eYFP + Vif (tagged APOBEC3G with the HIV-1 protein that degrades it), YFP fluorescence, overnight; Potency, µM (top dose mostly 46.1 µM), for the others: at the top dose activity, negative = active, most hits filed as inhibitors; 410,000 tested, 0.076% active; AID 602310, 2012;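 further: potency means the concentration at half of the fitted maximal effect; on the % scale 0 is the no-effect control and ±100 the full control effect; nearly all actives have a fitted effect of over 60% in size; hits raise eYFP signal because A3G escapes Vif-driven loss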
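HeLa cells stably expressing Vif and C-terminally eYFP-tagged A3G, seeded overnight at 37 deg C, then exposed to compound by pintool overnight at 37 deg C. Rise in yellow fluorescence (Ex 488/Em 500-530, Acumen) marks blocked Vif-driven A3G degradation.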
12-LOX inh – Primary qHTS assay for inhibitors of human arachidonate 12S-lipoxygenase (ALOX12): Round 2; Polyunsaturated fatty acid lipoxygenase ALOX12 (Homo sapiens), P18054; purified 12hLO, xylenol orange hydroperoxide absorbance; 580,000 tested, 1.1% active; Potency, µM (titrated, usually from 108 µM), inactives show at the top dose activity change, negative = inhibition, most hits filed as inhibitors; further: potency means the concentration at half of the fitted maximal effect; on the % scale 0 is the no-effect control and ±100 the full control effect
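Purified human 12hLO (150 nM final) in 25 mM Hepes, 0.01% Triton X-100, pH 7.0 was preincubated 15 min at room temperature with compound. Then 40 uM arachidonic acid was added, 30 min. Hydroperoxide was read by Fe-XO absorbance ratio 573/405 nm.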
ERG-DNA inh – qHTS for Small Molecule Inhibitors of the ERG Ets/DNA interaction; AID 624246, 2012; Potency, µM (top dose mostly 76.9 µM), for inactives: at the highest dose FP activity, negative = inhibition, actives largely listed as inhibitors; fluorescence polarization, His-ERG Ets domain / labelled DNA; 370,000 tested, 0.028% active; active means well fitted inhibition curve with a large enough effect in the polarisation, with a control signal flat; inconclusive means small, poorly fitted or top-dose-only effect, or effect the other way, or a change in a side signal; inactive means no such curve, though single readings can be large or run the other way; the % refers to the polarisation;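 further: polarization taken with two DNA probes labelled with fluorescein and Texas red; potency means the concentration at half of the fitted maximal effect; % of control where 0% means no effect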
Target sequence (P11308 whole entry, looked up, the tested form may be a part): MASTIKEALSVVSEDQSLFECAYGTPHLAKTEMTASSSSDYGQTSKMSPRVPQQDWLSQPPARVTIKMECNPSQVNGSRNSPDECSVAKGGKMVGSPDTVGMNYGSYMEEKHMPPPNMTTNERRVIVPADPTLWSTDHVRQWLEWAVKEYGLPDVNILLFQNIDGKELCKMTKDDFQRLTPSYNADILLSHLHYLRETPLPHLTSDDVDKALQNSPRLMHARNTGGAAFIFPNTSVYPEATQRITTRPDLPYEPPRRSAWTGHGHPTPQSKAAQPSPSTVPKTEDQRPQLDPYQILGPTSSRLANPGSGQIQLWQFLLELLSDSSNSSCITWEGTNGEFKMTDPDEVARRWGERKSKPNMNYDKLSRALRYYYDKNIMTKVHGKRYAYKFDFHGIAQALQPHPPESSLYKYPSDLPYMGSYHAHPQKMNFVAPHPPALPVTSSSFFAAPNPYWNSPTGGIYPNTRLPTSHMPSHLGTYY
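His-tagged ERG Ets domain (1 uM in the protein solution; 300mM KCl, 50mM Tris-HCl, 1mM EDTA, 1mM DTT, pH 7.5) received compound, then a probe mix of 5 nM fluorescein-DNA and 100nM Texas-615-DNA. Fluorescence polarization was read for both dyes.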
GRP78 ERSR act – qHTS for Inducers of the Endoplasmic Reticulum Stress Response (ERSR) in Human Glioma: qHTS. Potency, µM, inactives show top-dose activation, actives largely listed as activators. 420,000 tested, 0.02% active. U87-MG GRP78 promoter luciferase reporter, 16 h; further: potency means the concentration at half of the fitted maximal effect; series mostly up to about 76 µM; % of control where 0% means no effect; nearly all actives have a fitted effect of over 35% in size
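Stably transfected U87-MG human glioma cells carrying a GRP78-based luminescent sensor were seeded at 1000 cells/well, pin-dosed with compounds and incubated 16 h. Luciferase reagent was then added, and end-point luminescence was read after 10 min at room temperature.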
RGS4 inhibitor – Inhibitors of Regulator of G Protein Signaling (RGS) 4: qHTS. Regulator of G-protein signaling 4 (Homo sapiens), P49798. Transcreener GDP fluorescence polarization, RGS4-accelerated GTP hydrolysis. Potency, µM (doses to about 114 µM), for the others: at the highest dose activity change, negative = inhibition, actives largely listed as inhibitors. 390,000 tested, 0.039% active. AID 504845, 2011; further: potency means the concentration at half of the fitted maximal effect; on the % scale 0 is the no-effect control and ±100 the full control effect; nearly all actives have a fitted effect of over 75% in size; some results filed as inactive show a strong effect at the top dose
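MLSMR compounds (23 nl, pin-transferred) preincubated 10 min at room temperature with a 500nM (2x) first reagent, then RGS4 at 900nM (2x) plus Transcreener GDP mix added; fluorescence polarization (620/688 nm) read before and after 90 min at 30 °C.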
Vif-A3F inh – qHTS for Inhibitors of Vif-A3F Interactions: qHTS; HeLa A3F-eYFP + Vif (tagged APOBEC3F with the HIV-1 protein that degrades it), YFP fluorescence increase; 390,000 tested, 0.2% active; Potency, µM (top dose mostly 46.1 µM), inactives show top-dose activity, negative = active; further: potency means the concentration at half of the fitted maximal effect; % of control where 0% means no effect; nearly all actives have a fitted effect of over 65% in size
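Fluorescence increase (Ex 488/Em 500-530) after overnight compound treatment at 37 deg C flags inhibition of Vif-driven A3F-eYFP loss in stable HeLa A3F-eYFP/Vif cells seeded overnight beforehand.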
D2 agonist – HTS Assay for Allosteric Agonists of the Human D2 Dopamine Receptor: Primary Screen for Agonists. HEK293 T-REx D2 cells, calcium flux agonist mode. activation, % at 2 µM. 340,000 tested, 0.53% active;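 active means activation over 3 SD above normal in the single-dose calcium agonist read, cut at about 30% in these data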; further: 0% is about no effect
Target sequence (P14416 whole entry, looked up): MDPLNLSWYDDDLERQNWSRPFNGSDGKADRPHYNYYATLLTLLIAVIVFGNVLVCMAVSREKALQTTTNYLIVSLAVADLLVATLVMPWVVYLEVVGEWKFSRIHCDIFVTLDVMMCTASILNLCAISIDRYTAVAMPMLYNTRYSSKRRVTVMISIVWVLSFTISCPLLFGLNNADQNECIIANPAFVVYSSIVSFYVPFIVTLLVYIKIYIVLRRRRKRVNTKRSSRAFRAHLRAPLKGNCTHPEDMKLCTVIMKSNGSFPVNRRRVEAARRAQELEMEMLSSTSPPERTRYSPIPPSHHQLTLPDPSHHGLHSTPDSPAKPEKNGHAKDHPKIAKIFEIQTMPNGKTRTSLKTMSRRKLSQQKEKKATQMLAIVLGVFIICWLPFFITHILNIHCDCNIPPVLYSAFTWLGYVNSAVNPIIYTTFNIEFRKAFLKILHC
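Agonism scored from kinetic calcium signal (1 read/sec, 180 s) following compound pin transfer, after a 10 s baseline. Cells: HEK293 Trex line expressing inducible D2 receptor coupled to calcium, dye-loaded after overnight culture at 30 C.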
D2 antagonist – HTS Assay for Allosteric Antagonists of the Human D2 Dopamine Receptor: Primary Screen for Antagonists; AID 485344, 2010; HEK293 TREx D2 cells, calcium flux, dopamine EC80; inhibition, % at 10 µM; 340,000 tested, 2% active; in the data active means inhibition above about 30%; further: 0% is about no effect
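Read-out: kinetic calcium fluorescence (1 cycle/s) in inducible HEK293 T-REx D2 cells after an EC80 dopamine addition that followed 180 s compound preincubation. Loss of the dopamine response indicates antagonism.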
The depositor's hits bear a star; i = inactive; ? = inconclusive; · = no result given; & = joins results of further samples; [ ] = dose if it differs, or a comment. Unless noted, the call rests on the fitted dose curve; in most records, active means well fitted curve in the direction sought with a large enough effect; inconclusive means small, poorly fitted or top-dose-only effect, or another doubt; inactive means no such curve, though single readings can be large; an effect the other way counts as inactive or inconclusive.

SMILES | LDHA inh | Vif-APOBEC3G blk | 12-LOX inh | ERG-DNA inh | GRP78 ERSR act | RGS4 inhibitor | Vif-A3F inh | D2 agonist | D2 antagonist
O=C(O)/C=C/c1ccccc1Oc1ccccc1 | -1 | 1% | · | 5% | -5% | -8%[56.9 µM] | 0% | 0.7 | -7
COc1ccc(C)cc1NC(=O)CCNC(=O)Cn1ccc2ccccc2c1=O | -3&-5 | 1%&-4% | -15%&6% | 6%&-5% | 1%&-1% | 34%&13% | 1%&-8% | 0.2&0.1 | -11
O=C(Nc1ccc(Oc2ccccc2)nc1)C1CCCCN1Cc1cccc(OCCO)c1 (configuration not stated) | -3 | 0% | -4% | 12% | 3% | -8%[11.4 µM] | -1% | 0.3 | -7
COCCn1c(CCC(=O)O)nc2c1c(=O)[nH]c(=O)n2CC(C)C | -4 | 0% | 2% | -2% | -3% | 2% | -6% | -1.0 | -2
CCc1nnc(N2C(=O)c3ccc(Oc4ccc([N+](=O)[O-])cc4)cc3C2=O)s1 | 3 | -1% | 0% | -8% | -3% | 12% | -9% | 0.1 | 12
COc1ccccc1OCC(=O)N1CCCCCCC1 | -5 | -10% | 0% | -3% | -3% | -3% | 3% | -0.1 | 0
Cc1c(Cl)cccc1NC(=O)CSc1nc2ncc(Cl)cc2[nH]1 | -4 | 0% | -4% | -3% | -2% | 1% | ? | 0.5 | 8
Nc1ccncc1N | -4 | -2% | 9% | ? | 0%&-4% | 2% | 4% | -0.5 | -7
O=C(Cc1cccs1)N/N=C/c1ccccn1 | -2 | 4% | 14% | -12% | 1% | -5% | -1% | -0.1 | -6
O=C(Cn1ncc2c3ccccc3n(Cc3cccc(Cl)c3)c2c1=O)N1CCCCC1 | 0 | -9% | ? | -6% | -1% | -16% | 0% | -0.3 | ·
O=C(Nc1cccc(C(F)(F)F)c1)c1cccnc1 | -13 | 0% | 10% | -1% | 1% | 4% | 0% | 0.5 | -16
CCN1CCN(C(=O)N(c2ccccc2)c2ccccc2)CC1 | -2 | -1% | -19% | 0% | -3% | 17%[56.9 µM] | -2% | 1.3 | 0
NS(=O)(=O)c1ccc(NC(=S)N2CCN(C(=O)C3CCCO3)CC2)cc1 (configuration not stated) | -3 | -2% | · | 1% | -1% | ? | 2% | -1.0 | -8
COc1cccc(CNC(=O)Cn2nc(C)c([N+](=O)[O-])c2C)c1 | 0 | 2% | 12% | 2% | -4% | -2% | 11% | -1.3 | 30
Cc1cc(NS(=O)(=O)c2ccc(OCCNS(C)(=O)=O)cc2)no1 | -5 | 1% | -13% | · | -3% | 7% | -4% | 0.2 | -22
CCOC(=O)CSc1nc(NCc2ccco2)c2ccccc2n1 | -7 | -1% | -20% | 1% | -1% | -2% | -1% | -1.0 | 4
COCCN(C(=O)CCC(=O)Nc1ccccn1)C(C(=O)NCCC(C)C)c1ccc(C)cc1 (configuration not stated) | -9 | -3% | 4% | -10% | -6% | 37% | -5% | 0.1 | -11
COc1cc(/C=N/NC(=O)C2COc3ccccc3O2)cc(OC)c1OC (configuration not stated) | 0 | -8% | -1% | -8% | 1% | 4% | -8% | 4.1 | 10
COc1ccc2cc3cc(C(=O)NCCC(C)C)oc3nc2c1 | -2 | 1% | 0% | 6% | -7% | 16% | -1% | -1.5 | 21
CC(C)(C)S(=O)c1cccs1 (configuration not stated) | 0 | 0% | 1%[57.4 µM] | · | -3% | 4% | -12% | 0.0 | 11
CCOc1ccccc1OCCCC(=O)Nc1cc(S(=O)(=O)N2CCCCC2)ccc1C | -10 | 0% | 0% | · | -5% | · | 7% | · | ·
CC(=O)Nc1cccc(NC(=O)C(F)(F)F)c1 | 4 | -1% | -8% | -2% | -4% | -21% | 17% | 0.1 | -5
CSc1n[nH]c(NCc2cccs2)n1 | -2 | 0% | -23% | -1% | -5% | -16% | -2% | 2.3 | 8
COc1ccccc1CNc1nc2nc(C)cc(=O)n2[nH]1 | -5 | 2% | 11% | -2% | -1% | 15% | -4% | 0.0 | -7
Cn1cc(Br)cc2nc(C(F)(F)F)nc1-2 | -3 | 1% | 7% | -9% | -5% | -19% | 10% | 0.4 | 0
O=C1NC2(CCC3(CC2)OCCO3)NN1c1ccc(Cl)cc1 | -5 | -19% | ? | -1% | 1% | 1% | -4% | 0.4 | -15
COC(=O)CNC(=O)Cn1c(=O)n(Cc2ccc(F)cc2)c(=O)c2sccc21 | -7 | 2% | 4% | -9% | ? | 15% | -1% | 2.6 | 2
C=CCn1cnc2sc(C(=O)Nc3ccccc3OC)c(C)c2c1=O | -1 | 0% | 1% | -4% | -2% | -25% | 1% | 1.1 | 7
OCCN1CCN(c2ncnc3sc4c(c23)CCCC4)CC1 | 2 | -1% | 12% | 2% | -4% | -18% | 6% | 0.9 | 0
COC(=O)c1cc(=O)c2c(C)nc(C(Cl)(Cl)Cl)nc2[nH]1 | -2 | -2% | -14% | -1% | -3% | 19% | -2% | -0.9 | -7
Cc1ccc(S(=O)(=O)N(C)C)cc1NC(=O)C(C)OC(=O)/C=C/c1cccs1 (configuration not stated) | -1 | 5% | 0% | 18% | -1% | -10% | -4% | -2.2 | 3
COc1ccc(S(=O)(=O)NCCS(=O)(=O)N2CCN(c3ccccc3)CC2)cc1C | 0 | 0% | -1% | -1% | -4% | -8% | 1% | · | ·
COCC(C)NC(=O)CCS(=O)(=O)c1nc(-c2ccc(OC)cc2)cc(C(F)(F)F)n1 (configuration not stated) | -8 | -22% | 163%[activator] | -4% | -13% | -46% | 0% | -0.5 | -9
Cc1nc(CN2CCOCC2)cc(=O)[nH]1 | 0 | 3% | -20% | -8% | -2% | -10% | 3% | 0.7 | 27
CC1CC(C)CN(S(=O)(=O)c2ccc3c(c2)oc(=O)n3CC(=O)NCc2cccnc2)C1 (configuration not stated) | 2 | -3% | 3% | -5% | 0% | -2% | -23% | 0.2 | 3
CN1CCCC(OC(=O)CCCC(=O)OC2CCCN(C)C2)C1 (configuration not stated) | -6 | 1% | ? | 1% | -2% | -2% | 0% | 1.2 | -1
CCN(CC)c1ccc(C(=O)Nc2cccc(F)c2)cc1 | 3 | ? | -15% | 1% | -6% | 50% | -6% | 0.0 | -2
CC(C)=CCN1CCN(Cc2ccc(N3CCNC3=O)cc2)CC1CCO (configuration not stated) | 1 | 0% | 0% | -8% | -4% | -1% | -3% | 1.0 | 4
Cc1oc2c(C)c3oc(=O)c(CC(=O)N4CCCCC4)c(C)c3cc2c1C | -13 | -4% | -28% | 6% | -2% | 10% | 0% | 0.2 | ·
COc1ccc(N(C(=O)Cn2nnc3ccccc32)C(C(=O)NCc2ccco2)c2ccncc2)cc1 (configuration not stated) | 0 | -4% | -9% | 1% | -6% | 3% | 0% | 0.7 | 6
CCCCNc1nccnc1-c1cccc(C=O)c1 | 0 | -2% | ? | · | -2% | · | · | · | ·
COCCN(CC(=O)NCc1ccc2c(c1)OCO2)C(=O)CCC(=O)Nc1nccs1 | -2 | 0% | 6% | -10% | -6% | -8% | 0% | 0.4 | -7
Cc1cccc(-c2nnc(SCC(=O)c3ccc(O)cc3O)n2C)c1 | -6 | -7% | -27% | -3% | -1% | -43% | -28% | -1.2 | 21
O=C(CCN1C(=O)c2cccc3cccc(c23)C1=O)NCC1CCCO1 (configuration not stated) | 1 | 1% | -9% | -3% | -2% | -16% | 3% | 0.8 | 4
COC(=O)c1c(NC(=S)NNC(=O)c2ccc(Cl)s2)sc(C(=O)N(C)C)c1C | 1 | 1% | ? | 2% | -4% | -47% | 7% | -1.5 | -3
CCN1CCCC1CNC(=O)Cn1cccc1C(=O)c1ccccc1 (configuration not stated) | 0 | 0% | i | 7% | -5% | -16% | 3% | 0.3 | -13
CC12CCC(=O)N1C(C(=O)N1CCN(S(=O)(=O)c3ccccc3F)CC1)CS2 (configuration not stated) | 0 | 1% | 20% | -3% | -2% | -25% | -10% | 1.0 | -4
COc1ccc(CC(=O)N2CCN(c3ccccc3)CC2)cc1OC | 1 | -7% | 17% | 4% | -3% | -23% | -1% | 0.8 | 12

Profiles, quoted from the list. Values in the order: LDHA inh	Vif-APOBEC3G blk	12-LOX inh	ERG-DNA inh	GRP78 ERSR act	RGS4 inhibitor	Vif-A3F inh	D2 agonist	D2 antagonist
`O=C(CCN1C(=O)c2cccc3cccc(c23)C1=O)NCC1CCCO1` (configuration not stated) reads 1	1%	-9%	-3%	-2%	-16%	3%	0.8	4
`CCN(CC)c1ccc(C(=O)Nc2cccc(F)c2)cc1` reads 3	?	-15%	1%	-6%	50%	-6%	0.0	-2

Only part of the results is shown. The share of hits here may be higher or lower than overall.
